Bioassay records from PubChem.
GSK3 alpha inh: blocks human GSK-3 alpha kinase; 320,000 compounds, 0.1% hits; ADP-Glo luminescence, 60 min; P49840; inhibition, % at 10 µM; AID 2650;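 in the data active means inhibition above about 50%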;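 further: GST-tagged GSK-3 alpha with peptide substrate and 25 µM ATP; 0% = DMSO neutral wells and 100% = GW8510 positive control wells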
GSK3beta inhib: human GSK3beta kinase inhibition; P49841; AID 2097; 300,000 compounds, 0.038% hits; activity score (negative = inhibition), % at 10 µM; GST-GSK3beta kinase, ADP-Glo luminescence, 60 min; stronger effect = lower value;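 active means more than half of replicate wells score below -50%, meaning over 50% inhibition versus plate controls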;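 further: 0% = median DMSO wells and -100% = median GW8510 positive control wells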
Target sequence (P49841 whole entry, looked up): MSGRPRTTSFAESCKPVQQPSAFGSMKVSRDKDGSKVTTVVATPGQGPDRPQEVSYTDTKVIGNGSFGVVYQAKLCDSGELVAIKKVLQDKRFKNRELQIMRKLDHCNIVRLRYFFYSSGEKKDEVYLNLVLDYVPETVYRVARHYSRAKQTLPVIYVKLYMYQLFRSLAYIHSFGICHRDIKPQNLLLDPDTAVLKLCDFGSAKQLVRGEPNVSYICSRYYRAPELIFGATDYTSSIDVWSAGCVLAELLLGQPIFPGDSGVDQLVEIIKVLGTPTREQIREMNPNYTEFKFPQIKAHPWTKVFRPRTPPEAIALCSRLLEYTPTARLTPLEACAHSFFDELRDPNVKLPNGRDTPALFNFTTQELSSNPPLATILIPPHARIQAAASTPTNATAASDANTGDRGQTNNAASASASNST
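Test system – GST-tagged human GSK3beta kinase, cell-free · Incubation – 60 min enzyme reaction, room temperature · Signal – ADP-Glo luminescence · Also added – peptide substrate and ATP at 25 µM · Controls – DMSO neutral wells and GW8510 at 20 µM as positive · Buffer or medium – Tris/MgCl2 kinase buffer · Measure – Luminescence-derived activity versus plate DMSO and GW8510 wells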
KCNQ1 block: human KCNQ1 channel inhibition; CHO-K1 KCNQ1, FluxOR thallium flux fluorescence; stronger effect = higher value; B-score at 10 µM; 310,000 compounds, 1.3% hits; P51787;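 active means compounds whose thallium flux B-score, printed positive for inhibition, exceeds three library SD while starting fluorescence stays within three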;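 further: channel opened by potassium depolarization with thallium stimulus after 20 min compound exposure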
RGS4 pot: potentiators or activators of RGS4; HEK293 M3R/inducible RGS4, carbachol calcium flux Fluo4; stronger effect = lower value; B-score at 10 µM; 310,000 compounds, 0.92% hits; AID 463111;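 active means B-score of the integrated calcium signal more than 4 SD below the library mean, with starting fluorescence not abnormally high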;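 further: negative B-score means reduced calcium response which marks RGS4 activation or potentiation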
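test system = HEK293 cells with stable M3R and inducible RGS4 | schedule = recording 10 s baseline at 1 Hz, 100 s post-agonist | technique = Fluo4-AM (2 µM) calcium-flux fluorescence, kinetic read | measure = Agonist-evoked peak-minus-minimum fluorescence over baseline, integrated ratio, B score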
RGS4 inh: human RGS4 inhibition | AID 463165 | HEK293 M3R/RGS4 inducible, Fluo-4 calcium flux; stronger effect = higher value; triggered by carbachol at its EC20 | B-score at 10 µM | 310,000 compounds, 0.45% hits | P49798;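 active means B-score, a plate-corrected calcium signal, over three deviations above library mean, with baseline fluorescence within five deviations of library mean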;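 further: RGS4 expression induced by doxycycline in cells with stable M3 receptor; B-score is computed from the integrated fluorescence ratio over baseline after carbachol; higher B-score means a larger calcium signal and so more RGS4 inhibition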
Target sequence (P49798 whole entry, looked up): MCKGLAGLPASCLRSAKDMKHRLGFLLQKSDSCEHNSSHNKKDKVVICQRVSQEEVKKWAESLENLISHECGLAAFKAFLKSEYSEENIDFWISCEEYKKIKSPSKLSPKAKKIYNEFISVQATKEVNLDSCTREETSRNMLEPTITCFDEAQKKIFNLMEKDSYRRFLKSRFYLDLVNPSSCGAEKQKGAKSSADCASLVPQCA
KCNK3 block: human KCNK3 channel inhibition, primary screen; O14649; CHO-KCNK3 thallium flux, FluxOR fluorescence; stronger effect = lower value; B-score at 10 µM; 340,000 compounds, 0.84% hits; AID 602410;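 active means B-score under library mean minus 4 SD, starting fluorescence ratio at most library mean plus 5 SD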;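 further: more negative B-score means stronger inhibition of thallium flux through KCNK3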
Dyrk1A ADPGlo: blocks rat Dyrk1A kinase activity; ADP-Glo luminescence, NFATc1 peptide; inhibition, % at 12.5 µM; 310,000 compounds, 0.43% hits; Q63470; in the data active means inhibition above about 50%;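 further: plate controls were vehicle with enzyme for no effect and no enzyme for full effect; many of its hits are not listed in these tables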
PolyA inh: blocks polyadenylation in yeast reporter cells. S. cerevisiae SKY197-pL101 polyadenylation reporter, beta-gal luminescence; efflux-impaired pdr1/pdr3 knockout yeast; score 100 = 6 SD above DMSO. calls only at 12 µM. 300,000 compounds, 0.02% hits;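 active means lowest replicate activity score at least 50, where 100 means six control SD above control mean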;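 further: yeast exposed to compound for 9 h at 30 °C; higher score means more reporter readthrough which indicates perturbed polyadenylation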
hERG protect: shields human hERG channel from block by proarrhythmic agents. Q12809. CHO-hERG, FluxOR thallium flux, dofetilide IC70 present. activation (rescue from dofetilide block), less the hit threshold, % at 10 µM. 310,000 compounds, 0.51% hits. AID 1511;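 active means activation above the mean of controls blocked by dofetilide plus 5 SD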;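 further: thallium influx through hERG after potassium depolarization seen as dye fluorescence rise; in these data hits start at about 4.7%; inactives centre near -7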
KCNK9 block: human KCNK9 channel inhibition | 310,000 compounds, 1.2% hits | HEK293 KCNK9, FluxOR thallium flux fluorescence; stronger effect = lower value | B-score at 10 µM | Q9NPC2;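 active means ratio B-score over 3 SD below the library mean, with starting fluorescence within 5 SD of its mean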;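 further: negative B-score means less thallium flux so channel inhibition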
Target sequence (Q9NPC2 whole entry, looked up): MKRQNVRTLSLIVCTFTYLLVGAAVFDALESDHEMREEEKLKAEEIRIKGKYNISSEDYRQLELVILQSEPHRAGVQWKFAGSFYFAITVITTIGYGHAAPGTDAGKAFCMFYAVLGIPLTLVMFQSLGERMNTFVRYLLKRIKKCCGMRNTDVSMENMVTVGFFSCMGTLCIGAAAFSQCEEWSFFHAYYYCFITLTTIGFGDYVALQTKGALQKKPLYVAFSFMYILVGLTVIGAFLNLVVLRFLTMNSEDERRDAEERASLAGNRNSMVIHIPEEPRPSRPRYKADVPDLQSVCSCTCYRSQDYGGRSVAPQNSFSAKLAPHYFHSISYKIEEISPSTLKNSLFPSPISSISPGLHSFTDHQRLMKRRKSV
KCNQ1 pot: potentiates or activates the human KCNQ1 potassium channel; AID 2648; CHO-K1 KCNQ1, thallium flux FluxOR fluorescence; stronger effect = higher value; B-score at 10 µM; 310,000 compounds, 0.35% hits;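 active means fluorescence ratio B-score, a plate-corrected score, at least three library SD, with initial intensity B-score within 5 SD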
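Medium – assay buffer, equal DMSO in all wells · Material – CHO-K1 cell line with stable KCNQ1 potassium channel expression · Signal – kinetic FluxOR thallium fluorescence, 10-s 1-Hz baseline, 110-s post-stimulus read · Compound – single concentration per compound, DMSO matched to controls · Schedule – 37 °C overnight plating, 90-min dark dye load, 20-min compound pretreatment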
The depositor's hits bear a star; i = inactive; x = no result given. The list is partial; the hit share may differ from the screen's.

smiles,KCNQ1 pot,PolyA inh,GSK3beta inhib,RGS4 pot,KCNK3 block,KCNQ1 block,hERG protect,GSK3 alpha inh,Dyrk1A ADPGlo,KCNK9 block,RGS4 inh
COC(=O)CCCC1=CC2=CC(=O)C(C)(OC(=O)c3cccs3)C(=O)C2=CO1 (stereo not drawn),i,i,-2,i,x,i,-9,-1,x,i,i
O=C(CNC(=O)c1ccccc1F)N/N=C/c1cccnc1,i,i,2,i,i,i,-7,1,x,i,i
O=C(COC(=O)CCc1nc2ccccc2s1)Nc1ncc(Cl)cc1Cl,i,i,1,i,i,i,-8,-5,3,i,i
COc1cccc(OCCn2cc(C(C)=O)c3ccccc32)c1,i,i,x,i,-9.2*,i,-13,10,8,i,i
CCCCCCCc1c(O)nc(SCCN(C)C)[nH]c1=O,i,i,3,i,i,i,-10,-3,-4,i,i
Oc1ccccc1CNn1cnnc1,i,i,3,i,i,i,-1,-3,-2,i,i
Cc1ccc(N(CC(=O)NN=C2CCN(C)CC2)S(=O)(=O)c2ccc(C)cc2)cc1,i,i,-2,i,i,i,-9,23,-1,i,i
COc1ccc(N2C(=O)CC(Sc3nc(C)cc(C)n3)C2=O)cc1OC (stereo not drawn),i,i,2,i,i,i,-6,0,0,i,i
CCOC(=O)c1n[nH]n(-c2cc(Cl)cc(Cl)c2)c1=O,i,i,-1,i,i,i,-9,7,-2,i,i
Cc1cccc(C)c1NC(=O)C1(N2C(=O)CC2c2ccccc2)CCCCC1 (stereo not drawn),i,i,-6,i,i,i,-6,x,x,i,i
COc1ccc(C(=O)OCC[N+]2(C)CCOCC2)cc1,i,i,2,i,i,i,-20,2,4,i,i
CCN(CC)S(=O)(=O)c1ccc(-c2csc(C)n2)s1,i,i,0,i,i,i,-17,-1,x,i,i
Cc1ccc(NC(=O)CC2NCCN(Cc3ccccc3)C2=O)cc1 (stereo not drawn),i,i,2,i,i,i,-2,1,x,i,i
O=C(CC1NCCc2ccccc21)Nc1ccc(Oc2ccccc2)cc1 (stereo not drawn),i,i,2,i,i,i,-16,14,6,i,i
O=C(O)C1CC=CCC1C(=O)NCCc1cccc(Cl)c1 (stereo not drawn),i,i,-13,i,i,i,0,0,5,i,i
CCOC(=O)c1ccc(N2CCOCC2)c(NC(=O)c2c(-c3ccccc3)noc2C)c1,i,i,-2,i,i,i,-10,0,x,i,i
CCCC(=O)NCCCCNC(=O)CCC,i,i,2,i,i,i,-7,-3,4,i,i
O=C(Cn1ncc2c([nH]c3ccccc32)c1=O)Nc1ccc(CN2CCCCC2)cc1,i,i,-1,i,i,i,-18,-1,x,i,i
Cc1ccc(NC(=O)c2ncn[nH]2)cc1,i,i,0,i,i,i,-9,0,-6,i,i
CC(=O)Nc1ccc(SC[C@H](CC(C)C)N2CCN(CCc3ccccc3)CCC2=O)cc1,i,i,2,i,i,i,-12,x,1,i,i
O=C(O)c1ccc(Nc2nc(-c3ccccc3)cs2)cc1,i,i,0,i,i,i,-8,x,4,i,i
Cc1cc(NC(=O)c2cncc(Br)c2)no1,i,i,1,i,i,i,-6,x,3,i,i
Cc1ccccc1C(=O)Nc1cc(NC(=O)c2ccccc2C)cc(C(=O)O)c1,i,i,0,i,i,i,-6,-3,10,i,i
CC(C)OC(=O)CC1=NC(=O)CS1,i,i,2,i,i,i,-4,0,-1,i,i
CCCc1c(NC(=O)Nc2ccc(F)cc2)cnn1-c1ccccc1,i,i,-26,i,i,i,-9,-1,-5,i,i

Single records, as listed above:
Profile of CCOC(=O)c1n[nH]n(-c2cc(Cl)cc(Cl)c2)c1=O → KCNQ1 pot = i; PolyA inh = i; GSK3beta inhib = -1; RGS4 pot = i; KCNK3 block = i; KCNQ1 block = i; hERG protect = -9; GSK3 alpha inh = 7; Dyrk1A ADPGlo = -2; KCNK9 block = i; RGS4 inh = i
Profile of O=C(O)c1ccc(Nc2nc(-c3ccccc3)cs2)cc1 → KCNQ1 pot = i; PolyA inh = i; GSK3beta inhib = 0; RGS4 pot = i; KCNK3 block = i; KCNQ1 block = i; hERG protect = -8; GSK3 alpha inh = x; Dyrk1A ADPGlo = 4; KCNK9 block = i; RGS4 inh = i

The main list resumes, starting four compounds before the break.
smiles,KCNQ1 pot,PolyA inh,GSK3beta inhib,RGS4 pot,KCNK3 block,KCNQ1 block,hERG protect,GSK3 alpha inh,Dyrk1A ADPGlo,KCNK9 block,RGS4 inh
Cc1cc(NC(=O)c2cncc(Br)c2)no1,i,i,1,i,i,i,-6,x,3,i,i
Cc1ccccc1C(=O)Nc1cc(NC(=O)c2ccccc2C)cc(C(=O)O)c1,i,i,0,i,i,i,-6,-3,10,i,i
CC(C)OC(=O)CC1=NC(=O)CS1,i,i,2,i,i,i,-4,0,-1,i,i
CCCc1c(NC(=O)Nc2ccc(F)cc2)cnn1-c1ccccc1,i,i,-26,i,i,i,-9,-1,-5,i,i
C=CCSc1nc2ccccc2n1S(=O)(=O)c1ccc(Cl)cc1,i,i,2,i,i,i,-1,0,3,i,i
COCCNC(=O)CN1C(=O)NC2(CCOc3ccccc32)C1=O (stereo not drawn),i,i,-2,i,i,i,-6,-4,1,i,i
CC(=O)c1cccc(NC(=O)CC(C)n2ccnc2)c1 (stereo not drawn),i,i,1,i,i,i,-5,-1,4,i,i
COCCn1cnnc1SCC(=O)Nc1sccc1C(N)=O,i,i,-1,i,i,i,-14,-2,x,i,i
Cc1cc(C(=O)CSc2nnnn2-c2ccc(Cl)cc2)c(C)n1CC1CCCO1 (stereo not drawn),i,i,-4,i,i,i,0,-1,-10,i,i
Cc1ccc(NC(=O)CSc2nnc(C3COc4ccccc4O3)o2)c(Cl)c1 (stereo not drawn),i,i,2,i,i,i,-12,-2,9,i,i
CCOCc1nc(N)[nH]c(=O)c1Cc1ccc(OC(C)C)cc1,i,i,1,i,i,i,-12,-4,8,i,i
CN1CCN(C(c2cccc(Cl)c2)c2ccccc2Cl)CC1 (stereo not drawn),i,i,2,-8*,i,i,-16,1,-3,i,i
Cn1nc(-c2ccc(C(=O)N3CCN(CCO)CC3)cc2)c2ccccc2c1=O,i,i,-11,i,i,i,-12,13,-2,i,i
COc1ccc(N2CCN(C(=O)c3ccc(CS(=O)c4cccc(C)c4)o3)CC2)cc1 (stereo not drawn),i,i,4,i,i,i,-10,-2,-5,i,i
CCOc1cc(S(=O)(=O)NCc2ccccc2)ccc1Br,i,i,-3,i,i,i,-10,2,3,i,i
Cc1ccc(Cn2nc(C)c(NC(=O)CCCn3nc([N+](=O)[O-])c(Cl)c3C)c2C)cc1,i,i,2,i,i,i,-12,8,4,i,i
O=[N+]([O-])c1ccc(SCc2ccncc2)nc1,i,i,-4,i,i,i,-4,0,0,i,i
O=C(COc1ccc(-n2ccnc2)cc1)Nc1cccc(F)c1,i,i,2,i,i,i,-7,-3,8,i,i
COCC(=O)Nc1nc2n(n1)C(c1ccccc1)CC(c1ccc(OC)cc1)N2 (stereo not drawn),i,i,1,i,i,i,-7,0,-5,i,i
Cc1ccc(C(=O)N/N=c2\oc3ccccc3cc2C(N)=O)cc1,i,i,2,i,i,i,-3,-2,-2,i,i
CCc1ccc(NC(=O)CS(=O)CC(=O)NCC2OCCc3ccccc32)cc1 (stereo not drawn),i,i,3,i,i,i,-5,-1,-4,i,i
O=C(COC(=O)c1c2ccccc2cc2ccccc12)NCC(F)(F)F,i,i,-4,i,i,i,1,1,2,i,i
CN(Cc1nc(-c2ccc3c(c2)OCO3)no1)CC1(N2CCOCC2)CCCCC1,i,i,-6,i,i,i,-11,5,x,i,i
Cc1ccc(C(=O)NNC(=O)c2cccs2)cc1,i,i,1,i,i,i,-15,-1,2,i,i
COc1ccccc1-n1c(C)cc(/C=C2\C(=N)N3N=C(CC(=O)N4CCOCC4)SC3=NC2=O)c1C,i,i,-1,i,i,i,-9,-2,-3,i,i
CC(C)NC(=O)NC(=O)CN1C(=O)NC2(CCc3ccccc3C2)C1=O (stereo not drawn),i,i,-2,i,i,i,-3,-1,-3,i,i
COC(=O)c1ccc(Cn2cnc3c(sc4nc(N5CCOCC5)c5c(c43)CCCC5)c2=O)o1,i,i,1,i,i,i,-9,9,1,i,i
CC(C)CNC(=O)COC(=O)C1c2ccccc2Oc2ccccc21,i,i,-3,i,i,i,-11,6,13,i,i
CCc1cccc(NC(=O)c2ccc(CNc3c(N4CCCC4)c(=O)c3=O)cc2)c1,i,i,1,i,i,i,-4,-3,-12,i,i
Cc1ccc(C)c(NC(=S)NNC(=O)c2csc(C)c2C)c1,i,i,-4,i,i,i,-1,3,-2,i,i
C=CCn1c(=O)c(C(=O)Nc2cc(C)ccn2)c(O)c2ccccc21,i,i,1,i,i,i,-2,1,10,i,i
O=C(c1ccc2[nH]c(=O)c(=O)[nH]c2c1)N1CCN(c2ccccc2)CC1,i,i,2,i,i,i,-5,1,5,i,i
